# High-throughput results: PubChem, National Center for Advancing Translational Sciences (NCATS)
# GCN5L2 inh: GCN5L2 (KAT2A) acetyltransferase inhibition; Potency, µM (doses to about 58.9 µM), for inactives: top-dose activity change, negative = inhibition, usual class: inhibitors; actives 0.21% (n = 390,000); GCN5L2 HAT assay, ThioGlo1 CoA-SH fluorescence
# Target sequence (Q92830 whole entry, looked up): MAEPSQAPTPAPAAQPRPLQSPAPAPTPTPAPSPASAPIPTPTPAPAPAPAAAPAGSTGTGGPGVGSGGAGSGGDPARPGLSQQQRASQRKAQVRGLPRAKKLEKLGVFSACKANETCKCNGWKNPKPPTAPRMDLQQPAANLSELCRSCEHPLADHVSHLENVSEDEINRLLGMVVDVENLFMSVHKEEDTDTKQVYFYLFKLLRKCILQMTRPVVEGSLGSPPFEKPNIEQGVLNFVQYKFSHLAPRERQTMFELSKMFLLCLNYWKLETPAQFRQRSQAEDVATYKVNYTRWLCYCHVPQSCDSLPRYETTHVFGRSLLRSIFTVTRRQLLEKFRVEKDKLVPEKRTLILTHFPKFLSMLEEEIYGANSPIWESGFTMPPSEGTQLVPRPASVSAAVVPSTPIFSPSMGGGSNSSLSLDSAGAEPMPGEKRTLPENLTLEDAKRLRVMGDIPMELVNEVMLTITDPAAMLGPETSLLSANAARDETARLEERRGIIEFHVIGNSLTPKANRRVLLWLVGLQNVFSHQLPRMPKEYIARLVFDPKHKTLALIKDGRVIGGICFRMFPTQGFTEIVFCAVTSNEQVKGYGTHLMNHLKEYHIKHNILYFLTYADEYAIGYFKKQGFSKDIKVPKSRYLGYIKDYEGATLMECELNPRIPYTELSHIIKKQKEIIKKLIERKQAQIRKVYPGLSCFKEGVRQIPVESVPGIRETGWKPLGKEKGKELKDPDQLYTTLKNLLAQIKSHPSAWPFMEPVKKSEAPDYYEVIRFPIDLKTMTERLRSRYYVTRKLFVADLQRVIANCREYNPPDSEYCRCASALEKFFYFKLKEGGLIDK
#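 GCN5L2 (20nM final) in 50mM HEPES, 0.1mM EDTA pH 7.5, 0.01% Tween-20 was preincubated 15 min at room temperature with compound, then given ThioGlo1 (50uM), H3(1-25) peptide (75uM) and acetyl-CoA (70uM); CoA-thiol fluorescence (Ex340/Em540) was read at 0 and 20 min.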
# DT40 TDP1 no CPT: qHTS for Inhibitors of human tyrosyl-DNA phosphodiesterase 1 (TDP1): qHTS in cells in absence of CPT; DT40 Tdp1-/- hTDP1 cells, no CPT, ATP luminescence, 48 h; Potency, µM (series often up to 46.2 µM), inactives show top-dose activity change, negative = growth inhibition, most hits filed as inhibitors; actives 15% (n = 420,000); note: nearly all actives have a fitted effect of over 55% in size
#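 A cellular qHTS used chicken DT40 cells lacking endogenous Tdp1 but carrying stably transfected human TDP1. Compounds were applied without camptothecin, and cell growth kinetics were judged by ATP-dependent luminescence after ≥48 hr.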
# DT40 TDP1 CPT: DT40-hTDP1 cell growth loss with CPT; chicken DT40 Tdp1-/-;hTDP1 cells + 20 nM CPT, ATP luminescence, 48 h; Potency, µM (doses to about 46.2 µM), inactives show at the top dose activity change, negative = growth inhibition, most hits filed as inhibitors; actives 12% (n = 420,000); AID 686979; note: nearly all actives have a fitted effect of over 55% in size
#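 Cell growth measured by CellTiter-Glo luminescence after a minimum 48 h, 37 C compound exposure with 20 nM CPT in Tdp1-knockout DT40 cells stably expressing hTDP1, seeded 400/well; qHTS titration format.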
# * hit, by the source's call; ? = inconclusive; . = not tested or not shown; & = joins results of further samples; [ ] = another dose, or the depositor's remark. Calls come from the whole dose curve; as a rule, active = well fitted curve in the direction sought with a large enough effect; inconclusive = small, poorly fitted or top-dose-only effect, or another doubt; inactive = no such curve, though single readings can be large; an effect the other way counts as inactive or inconclusive. % is set by controls: 0 for no effect and ±100 for the full control effect; potency is the fitted concentration of half-maximal effect.
# The line under a structure holds: DT40 TDP1 no CPT | GCN5L2 inh | DT40 TDP1 CPT
- C=CCn1c(C)cc(C(=O)CSc2nnc(Cc3ccccc3)o2)c1C
  -16% | -11% | -2%
- CCc1ccc(NC(=O)Cn2ncn3c(cc4ccccc43)c2=O)cc1
  ? | -7%&-9% | ?
- COc1ccc(CNC(=O)c2csc3c2CCCC3)cc1
  ? | -3% | ?
- COc1ccccc1NC(=O)CCCCCN1C(=O)c2cccc3cccc(c23)C1=O
  ? | -1% | ?
- NC(N)=Nc1nc(CSCC/C(N)=N\S(N)(=O)=O)cs1
  3% | -3% | 3%
- COc1ccc(-c2cccc(C3CC=CC4C3C(=O)N(Cc3ccccc3)C4c3ccc4ccccc4c3)c2)cc1 (centres undefined)
  15µM* | 23% | 18µM*
- Cc1nnc(SCC(=O)NNC(=O)COc2ccc(Cl)cc2)n1C
  -12% | 1% | 6%
- COC(=O)c1sc(NC(=O)c2ccc3c(c2)OCO3)c(C#N)c1C
  -5% | . | 25%
- CCN1CCN(c2ccc(S(=O)(=O)N3CCCCC3)cc2NC(=O)c2ccc([N+](=O)[O-])o2)CC1
  7.3µM* | -8% | 8.2µM*
- CCC(=O)Nc1nnc(SCC(=O)NCc2ccc3c(c2)OCO3)s1
  5% | -9% | 2%
- Cc1ccc(SCC(=O)NCCc2ccccc2)cc1
  -4% | -4% | 16%
- CCN1CCN(c2nc3ccccc3nc2C(C#N)C(=O)OC2CCCCC2)CC1 (centres undefined)
  23µM* | 2%&-7% | 23µM*
- CC1(c2ccc3c(c2)OCO3)NC(=O)N(CC(=O)Nc2ccc(N3CCOCC3)cc2)C1=O (centres undefined)
  -5% | -4% | -7%
- Cc1nnsc1C(=O)N1CCCC(Nc2ccc(C(C)C)cc2)C1 (centres undefined)
  -13% | -5% | -28%
- CC(C)Cn1c(/C=C/c2ccco2)nc2ccccc21
  ? | -17% | ?
- CCOC(=O)CCc1nc2ccccc2[nH]c1=O
  -22% | -30% | -1%
- COc1ccc(S(=O)(=O)NCC(=O)N(CC(=O)NCc2ccco2)Cc2ccc(F)cc2)cc1
  -19% | 1% | -1%
- N#Cc1ccccc1S(=O)(=O)Nc1ccc2c(c1)OCCO2
  -13% | -7% | 1%
- O=C(COc1ccc(F)cc1)Nc1nc(-c2ccccn2)cs1
  7.3µM* | -4% | 7.3µM*
- CSc1nnc(C2CCN(CC(=O)Nc3ccccc3N3CCOCC3)CC2)n1C
  -22% | -5% | -2%
- C(=Nc1ccc(Nc2ccccc2)cc1)c1ccc2ccccc2c1
  12µM* | 0% | 13µM*
- C=CCOc1ccc(C(c2c(O)nc(SC)[nH]c2=O)c2c(O)nc(SC)[nH]c2=O)cc1
  -2% | . | -4%
- O=C(Nc1ccc(Cn2cccn2)cc1)c1ccc(COc2cccc(Br)c2)cc1
  ? | -5% | -24%
- CNc1nc(Nc2ccccc2)nc(OCC(F)(F)F)n1
  ? | 2% | -16%
- N=c1oc2ccc(Br)cc2cc1C(=O)NCc1ccc(F)cc1
  8.2µM* | -17% | ?
- O=C(Oc1ccc(Cl)c2cccnc12)N1CCOCC1
  -11% | 3% | -1%
- CN(CC1CCCO1)S(=O)(=O)c1ccc(C(=O)Nc2nc3cc4c(cc3s2)OCO4)cc1 (centres undefined)
  10µM* | -2% | 7.3µM*
- CCN(CC(=O)Nc1ccc(Cl)c(C(F)(F)F)c1)CC(=O)NC1CCS(=O)(=O)C1 (centres undefined)
  ? | -3% | 6%
- COCCCNC(=O)Nc1cc(C(=O)NCc2ccc(OC)cc2)ccc1N1CCCC1
  -26% | -9% | -21%
- CC(C)(C)CC(=O)NC(=S)Nc1ccccc1[N+](=O)[O-]
  ? | -5% | -5%

# The list goes on; it opens with the 7 that closed the last part.
# The line under a structure holds: DT40 TDP1 no CPT | GCN5L2 inh | DT40 TDP1 CPT
- CNc1nc(Nc2ccccc2)nc(OCC(F)(F)F)n1
  ? | 2% | -16%
- N=c1oc2ccc(Br)cc2cc1C(=O)NCc1ccc(F)cc1
  8.2µM* | -17% | ?
- O=C(Oc1ccc(Cl)c2cccnc12)N1CCOCC1
  -11% | 3% | -1%
- CN(CC1CCCO1)S(=O)(=O)c1ccc(C(=O)Nc2nc3cc4c(cc3s2)OCO4)cc1 (centres undefined)
  10µM* | -2% | 7.3µM*
- CCN(CC(=O)Nc1ccc(Cl)c(C(F)(F)F)c1)CC(=O)NC1CCS(=O)(=O)C1 (centres undefined)
  ? | -3% | 6%
- COCCCNC(=O)Nc1cc(C(=O)NCc2ccc(OC)cc2)ccc1N1CCCC1
  -26% | -9% | -21%
- CC(C)(C)CC(=O)NC(=S)Nc1ccccc1[N+](=O)[O-]
  ? | -5% | -5%
- CC(C)(C)C(=O)NC(=S)Nc1cccc(C(=O)O)c1
  1% | -5% | 7%
- CCOc1cc(N2CCOCC2)c(OCC)cc1NC(=O)c1cc(C)nc2ccccc12
  15µM* | -12% | ?
- COC(=O)Cc1c(C)c2ccc(OCC(=O)N3CCCC(C)C3)c(C)c2oc1=O (centres undefined)
  ? | -1% | 26µM*
- O=C1C2CCCCN2C(=O)N1CCN1CCN(c2ccc(F)cc2)CC1 (centres undefined)
  ? | . | -5%
- O=C(CSc1nnc(-c2ccncc2)o1)N1CCCC1
  17% | 0% | 18%
- CCN(C(=S)Nc1cccnc1)c1cccc2ccccc12
  -2% | -15% | -30%
- CC(On1nnc2ccccc21)C(=O)N1CCN(Cc2ccccc2)CC1 (centres undefined)
  -25% | -4% | 1%
- CN(CC(=O)Nc1ccccc1C(=O)N1CCCC1)S(=O)(=O)c1ccc(Br)cc1
  ? | -2% | ?
- O=C(NNC(=S)NC(=O)c1ccccc1)c1ccc(O)cc1
  9.2µM* | 10% | 16µM*
- Cc1ccc(C)c(N2CCN(C(=O)c3ccc(CS(=O)Cc4ccc(Cl)cc4)o3)CC2)c1 (centres undefined)
  ? | -12% | ?

# Complete entries from above. Values in the order: DT40 TDP1 no CPT	GCN5L2 inh	DT40 TDP1 CPT
# Profile of CN(CC(=O)Nc1ccccc1C(=O)N1CCCC1)S(=O)(=O)c1ccc(Br)cc1 : ?	-2%	?
# Profile of O=C(NNC(=S)NC(=O)c1ccccc1)c1ccc(O)cc1 : 9.2µM*	10%	16µM*

# Carrying on.
# The line under a structure holds: DT40 TDP1 no CPT | GCN5L2 inh | DT40 TDP1 CPT
- O=c1n(-c2cccc(Cl)c2)c(=O)n2n1CCC2
  -4% | -8% | -8%
- COc1ccc(CNC(=O)CS(=O)Cc2nc(-c3ccc(C)cc3)oc2C)cc1 (centres undefined)
  ? | 0% | ?
- CCOC(=O)Cc1csc(NC(=O)COc2ccc(N(C)S(=O)(=O)c3cccs3)cc2)n1
  29µM* | -2% | ?
- O=C(Nc1cccc(S(=O)(=O)NC2=NCCCCC2)c1)c1ccc(Cl)cc1
  12µM* | 1% | 23µM*
- CNC(=O)c1nc(C)n(-c2cc(Cl)cc(Cl)c2)n1
  -1% | -6% | 8%
- CN(CCOC(=O)/C=C/c1ccco1)Cc1ccccc1
  ? | -6% | -28%
- COC(=O)C(CO)NC(=O)C(C)NC(=O)CNC(=O)OCc1ccccc1 (centres undefined)
  10% | -1% | 1%
- CC1CCCN(C(=O)c2ccc3c(c2NCCO)C(=O)c2ccccc2C3=O)C1 (centres undefined)
  ? | -8% | ?
- Cc1ccc(NC(=O)CSC2=NN3CCCC(=O)N=C3S2)c(C)c1
  ? | 1% | ?
- CCc1nnc(NC(=O)c2cc(-c3ccncc3)nc3ccccc23)s1
  -2% | 30% | -18%
- O=C(O)C1CCN(C(=O)NC2CCCCC2)CC1
  -3% | 4% | 6%
- Cc1ccc2c(c1)C(c1ccc(F)cc1)N(C(=O)COc1ccc(Cl)cc1Cl)CC(=O)N2 (centres undefined)
  ? | -16% | 21µM*
- COc1ccccc1CCNS(=O)(=O)c1cc2c3c(c1)CCN3C(=O)CC2
  -23% | 3% | -5%
- CC(C)(C)n1nnnc1C(c1cccnc1)N1CCOCC1 (centres undefined)
  19% | -1% | 3%
- CC(SCc1ccccc1)C(=O)NC1CCCC1 (centres undefined)
  0% | 1% | -6%
- Cn1c(=O)c(-c2ccc(Cl)cc2)nc2cnc(N3CCOCC3)nc21
  1% | -3% | 4%
- CCOC(=O)c1sc(NC(=O)CN2CC(C)OC(C)C2)nc1C (centres undefined)
  -2% | -15% | 0%
- O=C(O)CCN1C(=O)c2ccc(NC(=O)CSc3ccccc3)cc2C1=O
  ? | 5% | ?
- CCc1ccc(S(=O)(=O)c2nnn3c2nc(N2CCC(C(N)=O)CC2)c2cc(Cl)ccc23)cc1
  23µM* | -9% | ?
- CCOc1cc2c(cc1OC)C(NC(=O)C(F)(F)F)CC2=O (centres undefined)
  4% | -6% | 2%
- OC(COc1ccccc1Br)CN1CCNCC1 (centres undefined)
  1% | -6% | 2%
- Cc1ncoc1C(=O)NC1CCCc2c1cnn2-c1cc(F)cc(F)c1 (centres undefined)
  26µM* | . | -29%
- O=C(c1ccco1)n1nc(-c2ccc(Cl)cc2)nc1NCc1ccco1
  ? | . | ?
- CC(C)(C)OC(=O)N1CCN(C(=O)OCC2c3ccccc3-c3ccccc32)CC1C(=O)O (centres undefined)
  ? | . | 23µM*
- CCOC(=O)c1oc2ccccc2c1COC(=O)CNC(=O)c1ccco1
  -2% | -5% | 0%
- O=C(c1cccc(Cn2cccn2)c1)N1CCC(n2c(C3CCCO3)nc3cc(C(F)(F)F)ccc32)CC1 (centres undefined)
  -4% | . | 5%[9.04 µM]
- COc1ccc(C(C)=O)cc1COc1ncnc2ccccc12
  11% | -3% | 20%
- Cc1cccc(Nc2nc(Nc3cccc(C)c3)nc(N3CCOCC3)n2)c1
  9.2µM* | -8% | 15µM*
- COc1cc(OC)cc(C(=O)Nc2cc3c(cc2N2CCCC2)n(C)c(=O)c(=O)n3C)c1
  ? | -15% | ?
- CCOC(=O)N1CCN(C(=O)CSc2ccccc2)CC1
  -9% | -4% | -18%
- Clc1ccc2nc(-c3ccccc3)c(CC3CCCCC3)n2c1
  ? | . | ?
- CC(=O)c1ccc(NC(=O)CN(C)S(=O)(=O)c2cccc3nsnc23)cc1
  0% | -7% | -1%
- CCc1cc2c(cc3c(=O)n(CC(=O)NCCc4ccc(OC)c(OC)c4)ncn32)s1
  -1% | -29% | -23%
- O=c1oc(Nc2ccc(F)cc2)nc2ccccc12
  ? | -3% | -25%
- Cc1ccc(-c2noc(CNC(=O)c3ccc(Br)o3)n2)cc1
  ? | -11% | ?
- Cc1cc(C)cc(C(=O)N(Cc2nc(-c3ccc(Cl)cc3)no2)C(C)C)c1
  18µM* | -9% | 21µM*
- Cc1cc(C)cc(NC(=O)N2CCC(C(=O)c3ccc(F)cc3)CC2)c1
  ? | 1% | -3%
- COc1ccc(C)cc1NS(=O)(=O)c1c(C(=O)N2CCCCCC2)c(C)n(C)c1C
  ? | -16% | ?
- CC1CC(C)(C)CC2(C1)NC(=O)N(CC(=O)Nc1ccc(N3CCCCC3)cc1)C2=O (centres undefined)
  ? | -1% | ?
- C=CCn1c(SCC(=O)Nc2nncs2)nnc1-c1ccco1
  -16% | -2% | -3%
- S=c1[nH]nc(C2CCCCC2)n1/N=C/c1ccc(Cl)cc1
  ? | -8% | ?
- O=C(O)c1ccc(N2C(=O)CC(N3CCN(c4cccc(Cl)c4)CC3)C2=O)cc1 (centres undefined)
  3.3µM* | 0% | -27%
- Cc1ccc(-n2c(=O)c3c(cnn3C)n(CC(=O)Nc3cc(C)ccc3C)c2=O)cc1
  -8% | -5% | -5%
- CC(C)(C)n1nnnc1C(C1CC1)N1CCN(C/C=C/c2ccccc2)CC1 (centres undefined)
  ? | . | -24%
- COc1ccc(NC(=S)NC(=O)Cc2ccccc2)c(OC)c1
  -21% | -4% | 10%
- COc1ccccc1NC(=O)CSC1=Nc2ccccc2C2=NC(CCC(=O)NCc3ccco3)C(=O)N12 (centres undefined)
  16µM* | -5% | 15µM*
- CN1CCC(N(C)C(=O)c2cc(S(=O)(=O)N3CCOCC3)ccc2Cl)CC1
  -2% | 0% | -10%
- COc1ncnc2c1ncn2CCCN(C)Cc1ccco1
  -11% | . | -20%

# Five of these compounds, reformatted.
SMILES | DT40 TDP1 no CPT | GCN5L2 inh | DT40 TDP1 CPT
O=C(O)CCN1C(=O)c2ccc(NC(=O)CSc3ccccc3)cc2C1=O | ? | 5% | ?
CCc1ccc(S(=O)(=O)c2nnn3c2nc(N2CCC(C(N)=O)CC2)c2cc(Cl)ccc23)cc1 | 23µM* | -9% | ?
CCOc1cc2c(cc1OC)C(NC(=O)C(F)(F)F)CC2=O (centres undefined) | 4% | -6% | 2%
OC(COc1ccccc1Br)CN1CCNCC1 (centres undefined) | 1% | -6% | 2%
Cc1ncoc1C(=O)NC1CCCc2c1cnn2-c1cc(F)cc(F)c1 (centres undefined) | 26µM* | . | -29%

# Not all compounds are listed; rates above refer to the full screens.
